Source: PubChem BioAssay
rTrxR1 inhibitor = inhibitors of rat thioredoxin reductase 1; recombinant rTrxR1, NADPH fluorescence consumption, selenite substrate; O89049; AID 588453; Potency, µM (top dose mostly 114 µM), for inactives: at the top dose activity change, negative = inhibition, most hits filed as inhibitors; 390,000 compounds, 1% hits; further: potency means the concentration at half of the fitted maximal effect; on the % scale 0 is the no-effect control and ±100 the full control effect; nearly all actives have a fitted effect of over 65% in size
Target sequence (O89049 whole entry, looked up): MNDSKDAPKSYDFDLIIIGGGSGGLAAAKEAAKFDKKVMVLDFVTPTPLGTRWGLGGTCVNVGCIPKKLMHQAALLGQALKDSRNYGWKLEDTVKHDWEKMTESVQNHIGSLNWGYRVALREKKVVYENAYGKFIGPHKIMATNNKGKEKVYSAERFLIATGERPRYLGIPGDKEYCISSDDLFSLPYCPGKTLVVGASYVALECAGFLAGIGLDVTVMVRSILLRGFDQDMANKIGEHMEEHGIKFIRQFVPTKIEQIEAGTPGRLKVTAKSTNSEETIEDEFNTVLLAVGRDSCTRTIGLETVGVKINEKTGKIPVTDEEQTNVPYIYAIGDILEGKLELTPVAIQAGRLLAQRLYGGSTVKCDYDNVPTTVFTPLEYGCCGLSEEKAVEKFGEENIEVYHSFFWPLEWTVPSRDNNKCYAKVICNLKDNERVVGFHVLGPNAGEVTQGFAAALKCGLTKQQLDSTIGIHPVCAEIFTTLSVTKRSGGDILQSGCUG
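Rat TrxR1 (90 nM in the dispensed reagent) was pre-reduced with 400 uM NADPH for 5 min at room temperature, then incubated with compound for 15 min. After 400 uM selenite was added, NADPH fluorescence (Ex 340/Em 450 nm) was followed for 8 min.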
Vif-APOBEC3G blk = Vif-A3G binding inhibition. HeLa A3G-eYFP + Vif (tagged APOBEC3G with the HIV-1 protein that degrades it), YFP fluorescence, overnight. Potency, µM (series often up to 46.1 µM), without a hit: at the highest dose activity, negative = active, most hits filed as inhibitors. Q9HC16. 410,000 compounds, 0.076% hits;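 further: potency means the concentration at half of the fitted maximal effect; on the % scale 0 is the no-effect control and ±100 the full control effect; nearly all actives have a fitted effect of over 60% in size; hits raise eYFP signal because A3G escapes Vif-driven loss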
Target sequence (Q9HC16 whole entry, looked up): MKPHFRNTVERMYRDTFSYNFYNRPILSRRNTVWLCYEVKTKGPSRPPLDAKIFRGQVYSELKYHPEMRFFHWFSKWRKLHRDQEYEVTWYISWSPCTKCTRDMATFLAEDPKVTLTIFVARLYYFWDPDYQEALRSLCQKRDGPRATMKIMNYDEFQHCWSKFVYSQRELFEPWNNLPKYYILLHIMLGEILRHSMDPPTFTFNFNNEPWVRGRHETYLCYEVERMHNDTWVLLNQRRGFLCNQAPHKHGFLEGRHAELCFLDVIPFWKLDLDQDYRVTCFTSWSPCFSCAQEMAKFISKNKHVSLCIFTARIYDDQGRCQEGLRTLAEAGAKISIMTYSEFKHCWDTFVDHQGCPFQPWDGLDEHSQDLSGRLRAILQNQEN
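Read-out is eYFP fluorescence (Ex 488/Em 500-530) from Vif-expressing HeLa A3G-eYFP cells; more signal means A3G escaped Vif-mediated degradation. Cells plated overnight, compound pinned in, incubated overnight at 37 deg C.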
LDHA inh = LDHA (human) enzyme inhibition; purified LDHA, NADH/diaphorase-resazurin fluorescence; hits give low values; activity change, % (values are at about 110 or 230 µM); 480,000 compounds, 0.15% hits; AID 1347041; in the data active means activity change below about -30%; inconclusive means mostly about -25% to -30%;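 further: plate controls were DMSO wells for no effect and wells without enzyme for full effect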
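LDH5 2 nM; NADH 0.06 mM, pyruvate 0.2 mM; 200 mM Tris pH 7.4, EDTA, Tween-20; 5 min RT. Detection: diaphorase 0.133 mg/mL + resazurin 37 µM, fluorescence ex540/em590 at 0 and 20 min; normalized to enzyme-free and DMSO wells.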
RGS4 inhibitor = blocks human RGS4-accelerated GTP hydrolysis; P49798; Transcreener GDP fluorescence polarization, RGS4-accelerated GTP hydrolysis; Potency, µM (titrated, usually from 114 µM), inactives show top-dose activity change, negative = inhibition, actives largely listed as inhibitors; 390,000 compounds, 0.039% hits; AID 504845; further: potency means the concentration at half of the fitted maximal effect; on the % scale 0 is the no-effect control and ±100 the full control effect; nearly all actives have a fitted effect of over 75% in size; some results filed as inactive show a strong effect at the top dose
Target sequence (P49798 whole entry, looked up): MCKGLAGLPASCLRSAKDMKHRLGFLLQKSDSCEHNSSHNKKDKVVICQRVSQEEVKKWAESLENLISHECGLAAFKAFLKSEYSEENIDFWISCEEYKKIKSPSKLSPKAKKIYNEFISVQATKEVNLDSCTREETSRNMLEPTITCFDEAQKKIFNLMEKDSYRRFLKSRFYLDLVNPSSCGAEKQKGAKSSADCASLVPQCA
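MLSMR compounds (23 nl, pin-transferred) preincubated 10 min at room temperature with a 500nM (2x) first reagent, then RGS4 at 900nM (2x) plus Transcreener GDP mix added; fluorescence polarization (620/688 nm) read before and after 90 min at 30 °C.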
IDH1 R132H inh = blocks human mutant IDH1 R132H enzyme; O75874; AID 602179; IDH1-R132H enzyme, NADPH consumption, diaphorase/resazurin fluorescence; 390,000 compounds, 0.093% hits; Potency, µM (top dose mostly 76.6 µM), inactives show at the highest dose activity change, negative = inhibition, usual class: inhibitors; further: potency means the concentration at half of the fitted maximal effect; on the % scale 0 is the no-effect control and ±100 the full control effect; nearly all actives have a fitted effect of over 65% in size
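IDH1-R132H (0.5 ug/mL) preincubated 30 min with compound, then NADPH (0.016 mM) and alpha-KG (2 mM) added; 80 min at RT, pH 7.5. Remaining NADPH coupled via diaphorase/resazurin to fluorescence (540/590 nm); concentration-response curves normalized to no-enzyme control.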
TrxR1 substrate = is turned over as a substrate by rat TrxR1; O89049; purified TrxR1 substrate turnover, NADPH consumption readout; Potency, µM (top dose mostly 114 µM), for the others: at the top dose activity change, negative = substrate turnover; 390,000 compounds, 0.01% hits; AID 588456; further: potency means the concentration at half of the fitted maximal effect; on the % scale 0 is the no-effect control and ±100 the full control effect; nearly all actives have a fitted effect of over 50% in size
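Rat TrxR1, dispensed at 90 nM, was prereduced with 400 uM NADPH (final) for 5 min at ~22 deg C, then incubated with compound 15 min before 400 uM selenite. A first-read NADPH fluorescence drop versus no-compound background flagged substrates.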
USP1 inh = USP1/UAF1 (human) deubiquitinase inhibition | O94782 | recombinant USP1/UAF1, Ub-Rhodamine cleavage fluorescence | Potency, µM (top dose mostly 57.1 µM), inactives show top-dose activity change, negative = inhibition, hits mostly inhibitors | 390,000 compounds, 0.23% hits | AID 743255; further: potency means the concentration at half of the fitted maximal effect; on the % scale 0 is the no-effect control and ±100 the full control effect; nearly all actives have a fitted effect of over 60% in size; inactives centre near -12
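In this screen, compounds sit with the deubiquitinase complex (1nM) for 15 min at room temperature before Ub-Rho is added at 150nM final. Fluorescence rise is then followed for 6 reads every 60 seconds.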
GRP78 ERSR act = inducers of ER stress response in human glioma cells; Potency, µM, for the others: top-dose activation, hits mostly activators; AID 602332; U87-MG GRP78 promoter luciferase reporter, 16 h; 420,000 compounds, 0.02% hits; further: potency means the concentration at half of the fitted maximal effect; series mostly up to about 76 µM; % of control where 0% means no effect; nearly all actives have a fitted effect of over 35% in size
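ERSR induction read as luciferase luminescence (Bright-Glo, 10 min at room temperature) in stably transfected human U87-MG glioma cells exposed to compounds for 16 h, using GRP78 as sensor.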
Vif-APOBEC3F blk = Vif-A3F binding inhibition | 390,000 compounds, 0.2% hits | AID 602313 | Potency, µM (series often up to 46.1 µM), inactives show top-dose activity, negative = active | HeLa A3F-eYFP + Vif (tagged APOBEC3F with the HIV-1 protein that degrades it), YFP fluorescence increase; further: potency means the concentration at half of the fitted maximal effect; % of control where 0% means no effect; nearly all actives have a fitted effect of over 65% in size
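Fluorescence increase (Ex 488/Em 500-530) after overnight compound treatment at 37 deg C flags inhibition of Vif-driven A3F-eYFP loss in stable HeLa A3F-eYFP/Vif cells seeded overnight beforehand.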
An asterisk follows results filed as active; ? = inconclusive; . = not tested or not shown; & = joins results of further samples; [ ] = remark or other dose. Unless noted, the call rests on the fitted dose curve; in most records, active means well fitted curve in the direction sought with a large enough effect; inconclusive means small, poorly fitted or top-dose-only effect, or another doubt; inactive means no such curve, though single readings can be large; an effect the other way counts as inactive or inconclusive. A portion of the library, so the mix of outcomes need not match the whole.

[1] CCOc1cc(C(c2c(C)[nH][nH]c2=O)c2c(C)[nH][nH]c2=O)ccc1OCc1ccc([N+](=O)[O-])cc1
[2] COc1ccc(/C=N/NC(=O)c2cccc(O)c2)cc1Cn1nc(C)c([N+](=O)[O-])c1C
[3] CC1(C)N=C(N)N=C(N)N1c1ccc(OCCCOc2ccccc2)c(Cl)c1
[4] Cc1ccc([C@H]2C[C@@H](O)[C@H](n3cc(C4CC4)nn3)CN2Cc2cccs2)cc1
[5] CCCCN(CCCC)CCCNC(=O)C1CC(c2ccc(C(F)(F)F)cc2)=NO1 (stereo not given)
[6] COc1cc(NS(=O)(=O)c2ccc(NC(=S)NC(=O)c3ccc(Br)cc3)cc2)ncn1
Assay by compound,1,2,3,4,5,6
rTrxR1 inhibitor,-16%,18%,6%[2.29 µM],.,8%[57.1 µM],62%[activator]
RGS4 inhibitor,-54%,-5%,-5%,.,-11%,7%
IDH1 R132H inh,4%,-1%,7%,-5%,-10%,-1%
TrxR1 substrate,-5%,-5%,4%[57.1 µM],.,-4%,64%[activator]
GRP78 ERSR act,?,5%,2%,-5%,-7%,-4%
Vif-APOBEC3F blk,2%,-1%,-3%,-15%,-5%,-11%
LDHA inh,8,-1,-7,-6,-4,1
USP1 inh,-24%,-13%,7%,-10%,-1%,-15%
Vif-APOBEC3G blk,-9%,-2%,2%,2%,2%,1%

[7] O=C(CSc1nnc(Cc2cc(=O)[nH]c(=O)[nH]2)n1-c1ccc(Cl)cc1)NCC1CCCO1 (stereo not given)
[8] O=C(NCCCN1CCCCC1)C1CCC(=O)N1CCc1ccccc1 (stereo not given)
[9] O=C1Nc2ccccc2O/C1=C\c1c(F)cccc1Cl
[10] COc1ccc(S(=O)(=O)N2CCCCCC2)cc1N(C)S(=O)(=O)c1ccccc1
[11] COC(=O)c1cc(S(=O)(=O)N2CCN(c3ccc(C(C)=O)cc3)CC2)cn1C
[12] CCOc1ccc(CNC(=O)C2CCCN(S(=O)(=O)N(C)c3ccc(F)cc3)C2)cc1OC (stereo not given)
Assay by compound,7,8,9,10,11,12
rTrxR1 inhibitor,3%,14%,-3%[2.29 µM],12%,6%,4%
RGS4 inhibitor,3%,1%,6%,18%,6%,-14%
IDH1 R132H inh,-5%,-10%,-4%,0%,-8%,0%
TrxR1 substrate,-6%,5%,-3%[2.29 µM],-3%,0%,-2%
GRP78 ERSR act,0%,3%,-2%,-7%,-3%,-5%
Vif-APOBEC3F blk,5%,-14%,-12%,-3%,-12%,-4%
LDHA inh,4,0,-8,-8,-9,3
USP1 inh,-2%,3%,-20%,-9%,-23%,-6%
Vif-APOBEC3G blk,1%,-10%,?,0%,-2%,1%

[13] CC(C)(C)CN1C(N)=NC[C@@H]1c1ccccc1
[14] Cc1cccc(Cl)c1OCCCCn1ccnc1
[15] O=C(O)c1ccccc1C(=O)N(c1ccccc1)c1ccccc1
[16] O=C(c1cc(COc2c(F)cccc2F)on1)N(Cc1ccccc1)CC1CC1
[17] CC[C@]12c3[nH]c4ccccc4c3CCN1C(=O)C(CC(=O)NC/C=C(\C)CCC=C(C)C)C[C@@H]2C(=O)N1CCN(C(=O)c2ccco2)CC1 (stereo not given in full)
[18] Cc1ccc(-c2nn3c(C)nnc3c3ccccc23)cc1S(=O)(=O)NCC(C)O (stereo not given)
Assay by compound,13,14,15,16,17,18
rTrxR1 inhibitor,5%,45%[activator],15%,13%,4%,-9%[57.1 µM]
RGS4 inhibitor,15%,33%,39%,28%,-8%,24%
IDH1 R132H inh,2%,4%,3%,5%,-20%,3%
TrxR1 substrate,-3%,-3%,-2%,2%,-6%,-11%[57.1 µM]
GRP78 ERSR act,-4%,-3%,2%,6%,1%,3%
Vif-APOBEC3F blk,0%,-11%,6%,15%,3%,2%
LDHA inh,-10,1,-3,1,0,-3
USP1 inh,6%,-2%,3%,-24%,?,-10%
Vif-APOBEC3G blk,0%,3%,-2%,9%,-3%,2%

Structures above with a Cl atom:
[3] CC1(C)N=C(N)N=C(N)N1c1ccc(OCCCOc2ccccc2)c(Cl)c1
[7] O=C(CSc1nnc(Cc2cc(=O)[nH]c(=O)[nH]2)n1-c1ccc(Cl)cc1)NCC1CCCO1 (stereo not given)
[9] O=C1Nc2ccccc2O/C1=C\c1c(F)cccc1Cl
[14] Cc1cccc(Cl)c1OCCCCn1ccnc1
Assay by compound,3,7,9,14
rTrxR1 inhibitor,6%[2.29 µM],3%,-3%[2.29 µM],45%[activator]
RGS4 inhibitor,-5%,3%,6%,33%
IDH1 R132H inh,7%,-5%,-4%,4%
TrxR1 substrate,4%[57.1 µM],-6%,-3%[2.29 µM],-3%
GRP78 ERSR act,2%,0%,-2%,-3%
Vif-APOBEC3F blk,-3%,5%,-12%,-11%
LDHA inh,-7,4,-8,1
USP1 inh,7%,-2%,-20%,-2%
Vif-APOBEC3G blk,2%,1%,?,3%

Remaining list, next part:
[19] CN(C)S(=O)(=O)c1ccc(Cl)c(NC(=O)COC(=O)CC(NC(N)=O)c2ccc(Cl)cc2)c1 (stereo not given)
[20] O=C(CNCc1ccc(Cl)cc1)N1CCc2ccccc2C1
[21] COc1ccc([C@H]2N[C@]3(CCCN(Cc4ccccc4)C3=O)[C@H]3C(=O)N(C)C(=O)[C@@H]23)cc1
[22] Cc1ccc(S(=O)(=O)N2CCOCC2)cc1NC(=O)Cn1cc(C(F)(F)F)cc(Cl)c1=O
[23] O=S(=O)(Nc1ccncc1Cl)c1ccccc1
[24] COc1cccc(CNC(=O)CCNS(=O)(=O)c2ccc3c(c2)CC(C)N3C(C)=O)c1 (stereo not given)
Assay by compound,19,20,21,22,23,24
rTrxR1 inhibitor,-8%,19%,.,11%,25%,-4%
RGS4 inhibitor,24%[11.4 µM],-6%,.,-1%,-37%,-58%[56.9 µM]
IDH1 R132H inh,0%,-1%,0%,-1%,11%,0%
TrxR1 substrate,-6%,4%,.,3%,11%,-5%
GRP78 ERSR act,-5%,5%,-1%,-2%,0%,1%
Vif-APOBEC3F blk,-4%,3%,6%,2%,-16%,2%
LDHA inh,-6,-11,-1,-5,1,-14
USP1 inh,-17%,-10%,-20%,1%,-19%,-23%
Vif-APOBEC3G blk,3%,0%,4%,-6%,3%,2%

[25] CC(=O)c1ccc(NC(=O)CC2Nc3cccc4cccc(c34)NC2=O)cc1 (stereo not given)
[26] Cc1ccc(C)c(N2CCN(C(=O)CN(C)S(=O)(=O)c3cnc[nH]3)CC2)c1
[27] O=C(O)CC(NC(=O)C12CC3CC(CC(C3)C1)C2)c1ccc(F)cc1 (stereo not given)
[28] Cc1ccc(-c2csc(NC(=O)C3CC(=O)N(c4ccc5c(c4)OCCO5)C3)n2)o1 (stereo not given)
[29] CC(=O)Nc1ccc(S(=O)(=O)N2c3ccccc3NC(=O)CC2C)c(Cl)c1 (stereo not given)
[30] CCOC(=O)COc1ccc(C)cc1-c1ccno1
Assay by compound,25,26,27,28,29,30
rTrxR1 inhibitor,?,1%,24%,?,11%[57.1 µM],11%
RGS4 inhibitor,-32%&-17%,13%,-20%,?,-8%,-24%
IDH1 R132H inh,25%&23%,5%,0%,.,-3%,18%
TrxR1 substrate,-4%&1%,10%,7%,-3%,3%[57.1 µM],4%
GRP78 ERSR act,-6%&-4%,-3%,-2%,-3%,-5%,2%
Vif-APOBEC3F blk,1%&-7%,-2%,0%,.,0%,-6%
LDHA inh,11&23,-4,1,1,-4,-9
USP1 inh,-23%&-26%,0%,-23%,.,-21%,-19%
Vif-APOBEC3G blk,0%&-4%,1%,2%,-4%,0%,-1%

[31] CCc1ccc(/C=C2\Oc3cc(OS(C)(=O)=O)ccc3C2=O)cc1
[32] CCOc1cc2c(cc1OC)C(NC(=O)c1ccco1)CC2=O (stereo not given)
[33] CCN(c1ccc(OC)cc1)S(=O)(=O)c1cc(-c2cc(C)no2)ccc1C(C)C
[34] COC(=O)c1sccc1NC(=S)N1CCCC(C)C1 (stereo not given)
[35] COc1ccc(NC(=O)CSc2ccc(-c3cccs3)nn2)c(OC)c1
[36] Cc1ccc(S(=O)(=O)N2CCN(C(=O)Cn3c(=O)oc4ccccc43)CC2)c(C)c1
[37] COc1ccc(-c2c(C#N)c(N)nc3sc(C(=O)c4ccc(C)cc4)c(N)c23)cc1
Assay by compound,31,32,33,34,35,36,37
rTrxR1 inhibitor,-7%,14%,-5%,14%[57.1 µM],4%[57.1 µM],15%,-15%
RGS4 inhibitor,-16%,-18%[56.9 µM],-4%,17%[11.4 µM],12%,-3%,-15%
IDH1 R132H inh,-3%,-8%,0%,1%,0%,-5%,2%
TrxR1 substrate,-5%,7%,-5%,10%[57.1 µM],4%[57.1 µM],4%,-10%
GRP78 ERSR act,4%,-5%,-5%,-1%,-4%,4%,-3%
Vif-APOBEC3F blk,7%,10%,4%,-11%,-16%,0%,?
LDHA inh,3,-13,3,-1,-3,-4,0
USP1 inh,-12%,-23%,-20%,-7%,-26%,-22%,-14%
Vif-APOBEC3G blk,0%,-7%,0%,-6%,1%,3%,2%
